HIF activator – HIF pathway transcriptional activation; U2OS HRE-luciferase reporter, luminescence; normalized: DMSO 0%, desferrioxamine 100%; activation, % at 7.5 µM (by protocol); 0.32% of 300,000 active; AID 1910;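 active = mean activation of at least 10% of the iron chelator positive control signal, with at least half of replicates also reaching 10%; inconclusive = mean and replicate majority disagree about reaching 10%; inactive = mean and most replicates under 10%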
MrgX1 antag – antagonists of human MrgX1 receptor | Q96LB2 | MRGX1-HEK293 calcium flux, Fluo-4, BAM8-22 antagonism; stronger effect = lower value | B-score at 10 µM | 1.3% of 310,000 active | AID 588676;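 active = calcium-response B-score plate-corrected more than 3 library SD below zero, starting fluorescence within 5 deviations, no agonist response on first addition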;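 note: peak minus trough fluorescence over baseline after final BAM8-22 challenge near maximal dose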
Platelet DG rel – platelet dense granule release activity | inhibition, %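 (compounds screened at 7.5 µM in platelet-rich plasma)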 | 0.22% of 300,000 active | human platelet-rich plasma, SFLLRN dense granule ATP release, luminescence;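 active = mean replicate score, as percent of positive control, at or above 50; inconclusive = mean below 50 but at least one replicate at or above 50; inactive = mean and every replicate below 50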
TRPC6 activator – mouse TRPC6 channel activation; Q61143; B-score at 10 µM; AID 2550; HEK293-TRPC6 membrane potential dye fluorescence; stronger effect = higher value; 0.13% of 310,000 active;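 active = B-score of the integrated fluorescence ratio above library mean plus 3 SD, and starting fluorescence ratio within library mean plus 5 SD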;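 note: higher score means more depolarization so channel activation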
RGS4 pot – potentiators or activators of RGS4. B-score at 10 µM. 0.92% of 310,000 active. HEK293 M3R/inducible RGS4, carbachol calcium flux Fluo4; stronger effect = lower value;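 active = B-score of the integrated calcium signal more than 4 SD below the library mean, with starting fluorescence not abnormally high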;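 note: negative B-score means reduced calcium response which marks RGS4 activation or potentiation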
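System: HEK293 FlpIn-TREx cells, stable M3R, doxycycline-inducible RGS4. Timing: overnight RGS4 induction, 30 min dye load 37 °C, 20 min compound RT. Also added: carbachol, ECmax concentration. Measured by: Fluo4 fluorescence kinetic imaging of calcium. Evaluation: integrated calcium ratio converted to B score.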
MrgX1 allo act – allosterically activates human MrgX1 receptor signaling; B-score at 10 µM; 0.63% of 310,000 active; MrgX1-HEK293, Fluo-4 calcium flux, FDSS; stronger effect = higher value; AID 588675;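 active = plate-corrected calcium response at least 3 library SD above typical, normal starting fluorescence, not activating the receptor alone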;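 note: compound read alongside a low EC10 to EC30 dose of BAM8-22 agonist; peak minus trough fluorescence over baseline measured at the second addition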
TRPC4 block – TRPC4 (mouse) channel inhibition. Q9QUQ5. HEK293 TRPC4beta/mu-opioid, DAMGO-evoked Fluo4 calcium flux; stronger effect = lower value. B-score at 10 µM. 0.39% of 300,000 active. AID 2247;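 active = B-score over 3 SD under the library average, no early fluorescence shift, positive overall ratio signal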
Target sequence (Q9QUQ5 whole entry, looked up): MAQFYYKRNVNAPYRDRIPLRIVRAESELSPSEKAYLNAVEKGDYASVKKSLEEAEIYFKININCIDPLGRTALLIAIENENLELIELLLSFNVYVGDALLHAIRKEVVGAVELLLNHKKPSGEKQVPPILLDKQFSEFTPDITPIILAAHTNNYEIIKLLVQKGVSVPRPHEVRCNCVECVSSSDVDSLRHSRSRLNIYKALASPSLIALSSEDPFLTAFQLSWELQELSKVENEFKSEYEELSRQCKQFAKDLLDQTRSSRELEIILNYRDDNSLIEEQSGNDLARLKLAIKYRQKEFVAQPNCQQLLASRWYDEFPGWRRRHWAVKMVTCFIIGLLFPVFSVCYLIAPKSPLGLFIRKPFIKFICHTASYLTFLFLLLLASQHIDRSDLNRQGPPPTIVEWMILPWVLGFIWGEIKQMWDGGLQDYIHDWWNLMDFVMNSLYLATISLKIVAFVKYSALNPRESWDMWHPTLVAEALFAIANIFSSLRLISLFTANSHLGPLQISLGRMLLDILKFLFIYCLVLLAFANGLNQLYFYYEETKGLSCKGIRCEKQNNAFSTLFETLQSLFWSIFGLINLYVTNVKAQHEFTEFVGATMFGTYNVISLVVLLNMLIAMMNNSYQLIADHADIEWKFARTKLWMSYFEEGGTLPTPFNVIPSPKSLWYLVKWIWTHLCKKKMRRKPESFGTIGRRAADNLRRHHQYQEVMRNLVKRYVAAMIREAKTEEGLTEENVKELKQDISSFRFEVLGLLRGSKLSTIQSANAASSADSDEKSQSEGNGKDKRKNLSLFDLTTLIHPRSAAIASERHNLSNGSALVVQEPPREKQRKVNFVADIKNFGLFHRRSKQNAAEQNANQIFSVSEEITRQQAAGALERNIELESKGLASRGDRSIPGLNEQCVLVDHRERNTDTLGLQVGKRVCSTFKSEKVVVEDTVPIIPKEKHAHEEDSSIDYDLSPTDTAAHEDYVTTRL
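Assay system – HEK293 line stably carrying TRPC4beta and mu-opioid receptor · Doses – single dose · Detection – Fluo4 calcium-dye fluorescence, kinetic read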
MrgX1 agonist – agonists of human MrgX1 receptor; Q96LB2; MrgX1-HEK293 cells, Fluo-4 calcium fluorescence, agonist mode; stronger effect = higher value; B-score at 10 µM; 0.44% of 310,000 active;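 active = calcium response B-score plate-corrected fluorescence ratio at least 3 library SD, with starting fluorescence B-score inside 5 SD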
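Test system: HEK293 cells stably expressing human MrgX1 receptor; Input: fifteen thousand cells per well; Dosing: compound delivered in addition one of three; Schedule: overnight seeding, then 1 h dark dye loading; Technique: Fluo-4 NW calcium fluorescence; Measure: B-scored fluorescence response ratio; Controls: positive and negative controls per plate.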
TRPC6 inh – mouse TRPC6 channel inhibition; B-score at 10 µM; HEK293-TRPC6, membrane potential dye, ACh-evoked depolarization; stronger effect = lower value; 1.1% of 310,000 active; Q61143;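 active = B-score under library mean minus 3 SD, initial fluorescence not abnormally high, positive integrated signal ratio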;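 note: B-score derived from integrated fluorescence ratio over the kinetic read; more negative B-score means stronger inhibition of depolarization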
SKKanGAS inh – inhibitors of SKKanGAS S. pyogenes growth in kanamycin (SK-promoter or general growth effect); BacTiter-Glo, 6 h; inhibition, % at 7.5 µM; 1.3% of 300,000 active;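 active = mean replicate score, as percent of positive control median, at least 50; inconclusive = mean below 50 but one replicate at or above 50; inactive = mean and every replicate below 50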;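 note: strain carries kanamycin resistance gene driven by streptokinase promoter and grows in 40 µg/ml kanamycin; loss of luminescence reflects streptokinase promoter inhibition or plain growth inhibition; 0% = median of DMSO wells and 100% = positive control at its reference dose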
RGS4 block – inhibitors of human RGS4. HEK293 M3R/RGS4 inducible, Fluo-4 calcium flux; stronger effect = higher value; triggered by carbachol at its EC20. B-score at 10 µM. 0.45% of 310,000 active;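 active = B-score, a plate-corrected calcium signal, over three deviations above library mean, with baseline fluorescence within five deviations of library mean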;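 note: RGS4 expression induced by doxycycline in cells with stable M3 receptor; B-score is computed from the integrated fluorescence ratio over baseline after carbachol; higher B-score means a larger calcium signal and so more RGS4 inhibition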
* marks the source's active call; other numbers are inactive results; i = inactive; u = inconclusive; x = not tested or not shown.

SMILES | HIF activator | MrgX1 antag | Platelet DG rel | TRPC6 activator | RGS4 pot | MrgX1 allo act | TRPC4 block | MrgX1 agonist | TRPC6 inh | SKKanGAS inh | RGS4 block
C=CCNC(=O)[C@@H]1CSC2c3ccc(OC)c(OC)c3C(=O)N21 (some centres undefined) | 0.2 | i | -1.8 | i | i | i | i | i | i | -5.1 | i
Cc1cccc(NC(=O)CCC(=O)c2cccs2)n1 | 0.9 | i | 3.6 | i | i | i | i | i | i | 3.8 | i
CC(C)(C)C(=O)C[n+]1cccc(C(N)=O)c1 | -0.3 | i | 17.5 | i | i | i | i | i | i | -0.3 | i
COc1ccc(N2C(=O)C3CC(C)=C(C)CC3C2=O)c(OC)c1 (centres undefined) | -0.3 | i | 0.4 | i | i | i | i | i | i | -3.0 | i
O=c1c2c(nc3cc(-c4cccc(Cl)c4)[nH]n13)CCCC2 | -5.0 | i | 4.1 | i | i | i | i | i | i | 13.8 | i
O=C(NN1C(=O)/C(=C/c2cccs2)SC1=S)c1ccncc1 | 0.0 | i | 0.2 | i | i | i | i | i | i | 17.3 | i
O=C(Nc1nccs1)C1CCN(S(=O)(=O)c2ccc(Cl)c(C(F)(F)F)c2)CC1 | -0.3 | i | u | i | i | i | i | i | i | 9.6 | i
COc1ccc(CCNC(=O)CCN2C(=O)[C@@H]3Cc4ccccc4CN3C2=O)cc1OC | -0.9 | i | 10.3 | i | i | i | i | i | i | -4.6 | i
CC1CCCCC1NC(=O)/C=C/c1nc2ccccc2s1 (centres undefined) | 0.6 | i | -0.8 | i | i | i | i | i | i | -1.5 | i
O=C(c1ccc(Cl)s1)N1CCc2ccccc21 | 3.0 | i | 1.7 | i | i | i | i | i | i | 3.9 | i
O=[N+]([O-])c1cccnc1S(=O)(=O)c1ccccc1 | 0.4 | i | -3.6 | i | i | i | i | i | i | 4.5 | i
CC(C)CC(=O)Nc1ccc(Cc2ccncc2)cc1 | -1.0 | i | 10.9 | i | i | i | i | i | i | -7.4 | i
CCC(=O)N(Cc1cc2cccc(C)c2[nH]c1=O)c1ccccc1OC | -0.6 | -5.29* | -1.7 | i | i | i | i | i | i | -9.8 | i
COc1cnc(-c2ccccn2)nc1Oc1ccccc1Cl | -0.2 | i | -3.4 | i | i | i | i | i | i | 70.6* | i
CC(C)n1nnnc1-c1cccc(Cl)c1 | -5.1 | i | -3.6 | i | i | i | i | i | i | -0.6 | i
O=C(Nc1ccc(Cl)cc1)c1cccc(NC2=NC3CS(=O)(=O)CC3S2)c1 (centres undefined) | 0.4 | i | -3.8 | i | i | i | i | i | i | -3.4 | i
COc1ccc2c(c1)CC(=O)NC=C2 | -0.3 | i | 17.3 | i | i | i | i | i | i | 0.3 | i
CCC1Sc2ccc(S(=O)(=O)CCC(=O)Nc3ccccc3Cl)cc2NC1=O (centres undefined) | -0.4 | i | -12.7 | i | i | i | i | i | i | -3.1 | i
C=CCn1c(SCc2nc3ccccc3[nH]2)nnc1-c1ccccn1 | 0.5 | i | 3.2 | i | i | i | i | i | i | 0.0 | i
COC(=O)c1ccc(C23CC4(C2)[C@H](CN(Cc2cccnc2)[C@@H]4c2ccccc2)C3c2ccccc2)cc1 (some centres undefined) | -0.3 | i | -1.6 | i | i | i | i | i | i | 9.9 | i
O=C(O)c1cccc(N2C(=O)c3cccnc3C2=O)c1 | -0.1 | i | 0.0 | i | i | i | i | i | i | 1.0 | i
CN(C)c1ccc(/C=N/NC(=O)c2nonc2N)cc1[N+](=O)[O-] | -0.1 | i | 16.5 | i | i | i | i | i | i | -4.6 | i
COc1cc2c(cc1NC(=O)COC(=O)Cn1cnc3ccccc31)oc1ccccc12 | 2.3 | x | -3.9 | i | i | x | i | x | i | 15.7 | i
O=C(Cn1cnc2c(nnn2-c2cccc(Cl)c2)c1=O)NCc1ccccc1 | -0.5 | i | -13.3 | i | i | i | i | i | i | -8.0 | i
Cc1cccc(C)c1OCC(=O)Nc1oc(-c2ccccc2)c(-c2ccccc2)c1C#N | -0.1 | i | 0.4 | i | i | i | i | i | i | 12.7 | i
COc1ccc(/C=C/C(=O)N2CCCc3ccccc32)cc1 | 0.5 | i | 2.5 | i | i | i | i | i | i | -0.9 | i
CSc1nc2ccc(NC(=O)C3=NNC(=O)CC3)cc2s1 | 2.1 | i | 4.3 | i | i | i | i | i | i | -2.1 | i
CCC(C)(C)c1nnc(NC(=O)c2cccc([N+](=O)[O-])c2)s1 | 0.6 | i | -4.3 | i | i | i | i | i | i | -3.6 | i
O=C(/C=C/c1ccco1)Nc1ccc(Oc2ccc(Cl)cc2)cc1 | 1.1 | i | -6.6 | i | i | i | i | i | i | -11.3 | i
Cc1ccc(C)n1-c1ccc(-c2ccn[nH]2)cc1 | 0.9 | i | 0.0 | i | i | i | i | i | i | 3.0 | i
CCCCCCCC(=O)NN=C1CCN(Cc2ccccc2)CC1 | -0.3 | i | 8.8 | i | i | i | i | i | i | 1.0 | i
O=C(NCC(c1cccnc1)N1CCOCC1)Nc1ccccc1 (centres undefined) | 0.2 | i | 0.6 | i | i | i | i | i | i | 2.6 | i
CCCC(=O)N1CCN(c2nc3ccc(CC)cc3s2)CC1 | 4.0 | i | -7.9 | i | i | i | i | i | i | 2.2 | i
CC(=O)Nc1ccc(C(=O)OCc2ccc(F)cc2Cl)cc1 | -1.4 | i | -5.1 | i | i | i | i | i | i | 4.0 | i
CCC(C)c1ccc(OCCn2ccnc2)cc1 (centres undefined) | 0.0 | i | -5.2 | i | i | i | i | i | i | 0.4 | i
Cc1c(NC(=O)C(C)OC(=O)/C=C/c2ccc(OC(F)F)cc2)c(=O)n(-c2ccccc2)n1C (centres undefined) | -2.0 | i | 8.9 | i | i | i | i | i | i | -3.3 | i
COc1ccc(NC(=O)c2cn(CCC#N)nc2-c2cccs2)cc1 | 0.2 | i | -4.1 | i | i | i | i | i | i | -8.8 | i
COc1ccc2cc(CN(CC3CCCO3)C(=O)Nc3ccccc3OC)c(=O)[nH]c2c1 (centres undefined) | 0.4 | i | -0.7 | i | i | i | i | i | i | 25.0 | i
CCOc1ccc(C(=S)N2CCOCC2)cc1OC | -0.2 | i | -1.2 | i | i | i | i | i | i | -11.3 | i
CCOC(=O)C1CCN(C(=O)CN(c2ccc3c(c2)OCCO3)S(=O)(=O)c2ccccc2)CC1 | 0.4 | i | 2.7 | i | i | i | i | i | i | -3.0 | i
Cn1c2c(c3ccccc31)CCSC2=O | 0.4 | i | 2.0 | i | i | i | i | i | i | 2.6 | i
CCc1nn(CC(=O)NCc2cccnc2)c(=O)c2cc3occc3n12 | 0.0 | i | -17.7 | i | i | i | i | i | i | -11.9 | i
COc1cccc(CN2CC(C(=O)N(C)Cc3[nH]c4ccccc4c3C)CCC2=O)c1 (centres undefined) | -0.3 | i | 5.2 | i | i | i | i | i | i | -4.9 | i
CCCN=C1NC(=O)C(CC(=O)NCCc2ccc(OC)c(OC)c2)S1 (centres undefined) | -0.2 | i | -6.4 | i | i | i | i | i | i | 1.4 | i
O=C1CC(c2ccccc2Cl)Cc2c1cnn2-c1nc2ccccc2s1 (centres undefined) | -0.1 | i | -0.4 | i | i | i | i | i | i | 14.8 | i
NC(=O)C1=C[C@H](C2CCCCC2)C[C@H](OCc2ccc(CO)cc2)O1 | 6.1 | i | -0.2 | i | i | i | i | i | i | 2.4 | i
CC(C)(CO)NC(=O)CC1C(=O)NCCN1CC(c1ccccc1)c1ccccc1 (centres undefined) | -1.2 | i | 0.9 | i | i | i | i | i | i | -5.8 | i
CCOc1ccc(C(=O)CC(NCc2cccs2)C(=O)O)cc1 (centres undefined) | 0.6 | i | 9.3 | i | i | i | i | i | i | -15.7 | i
O=c1c2ccccc2cnn1-c1nc2ccccc2[nH]1 | -2.5 | x | 73.9* | i | i | x | i | x | i | 58.1* | i
O=C(COc1ccccc1)Nc1ccccc1C(=O)NCc1ccco1 | 0.5 | i | -0.9 | i | i | i | i | i | i | 0.0 | i
O=C(NCc1ccccc1)C1=C[C@H](C2CCCCC2)C[C@H](OCc2ccc(CO)cc2)O1 | -0.7 | i | 7.3 | i | i | i | i | i | i | 37.4 | i
CCC(=O)Nc1ccc(Cl)c(NC(=S)NC(=O)c2ccco2)c1 | 1.7 | i | 2.5 | i | i | i | i | i | i | -4.1 | i
Cc1nn(C)c(Oc2ccccc2)c1[N+](=O)[O-] | -0.8 | i | -0.7 | i | i | i | i | i | i | -1.2 | i
Cc1cc(N2CCCCC2)n2ncc(-c3ccc(Cl)cc3)c2n1 | 2.6 | i | -1.6 | i | i | i | i | i | i | 17.8 | i
Cc1c(C(=O)N2CCN(c3ccc(F)cc3)CC2)sc2nc(-c3ccccc3)cn12 | -0.5 | i | 0.5 | i | i | i | i | i | i | 23.9 | i
CC(C)Cn1c2c(c(O)c(C(=O)Nc3nccs3)c1=O)CCCC2 | 0.6 | i | 3.2 | i | -7.69* | i | i | i | i | 34.6 | i
O=[N+]([O-])c1ccc(CSc2nnc3ccccn23)cc1 | 0.2 | i | -5.5 | i | i | i | i | i | i | -0.5 | i
CCc1cc(=O)oc2cc(C)cc(OCC(=O)N3CCC[C@@H]3C(=O)O)c12 | 0.2 | -7.63* | -0.4 | i | i | i | i | i | i | -1.5 | i
COc1ccc(CC(=O)NCc2nnc(SCC(=O)c3ccc(OC)cc3)n2C)cc1 | 0.0 | i | -1.7 | i | i | i | i | i | i | -1.2 | i
O=C(CNC(=S)NC(=O)c1ccc(F)cc1)c1ccccc1 | 1.0 | -4.66* | 1.6 | i | i | i | i | i | i | 7.1 | i
CCOc1ccc(NC(=O)C/C(C)=N/NC(=O)COc2ccc(Br)cc2C)cc1 | -0.8 | i | 12.7 | i | i | i | i | i | i | -1.2 | i
CCOC(=O)c1cc(-c2ccc(OC)cc2)n(CCC(=O)NC2CCN(Cc3ccccc3)CC2)c1C | -0.3 | i | 3.8 | i | i | i | i | i | i | -1.0 | i
